EP2 mod – modulators of human EP2 prostaglandin E2 receptor | induction, % at 25 µM | P43116 | 260,000 tested, 0.83% active | EP2-expressing cells, cAMP HTRF FRET, PGE2 co-stimulation;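 active = compounds whose cAMP rise, as percent of the full-agonist control response, exceeds 60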;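 also: rat C6 glioma line stably carrying human EP2 under a CMV promoter; the protocol text gives 20 µM as final concentration; 100% = response of wells given 1 µM PGE2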
Target sequence (P43116 whole entry, looked up): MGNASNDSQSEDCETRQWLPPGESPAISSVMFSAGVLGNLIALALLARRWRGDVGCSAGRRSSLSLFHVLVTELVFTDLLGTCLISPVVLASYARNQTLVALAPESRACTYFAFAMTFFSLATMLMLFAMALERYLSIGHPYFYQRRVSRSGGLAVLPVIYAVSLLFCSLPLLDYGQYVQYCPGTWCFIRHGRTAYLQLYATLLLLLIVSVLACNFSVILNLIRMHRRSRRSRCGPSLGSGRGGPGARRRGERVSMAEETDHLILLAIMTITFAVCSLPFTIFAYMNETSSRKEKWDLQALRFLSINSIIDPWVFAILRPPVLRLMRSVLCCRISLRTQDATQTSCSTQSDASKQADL
S1P4 antag – human S1P4 receptor antagonism; O95977; S1P4-expressing cells, antagonist mode, reporter read-out; inhibition, % at 4.98 µM; 220,000 tested, 0.26% active; in the data active = inhibition above about 29%;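 also: 0% = wells stimulated with agonist and 100% = vehicle wells without agonist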
Target sequence (O95977 whole entry, looked up): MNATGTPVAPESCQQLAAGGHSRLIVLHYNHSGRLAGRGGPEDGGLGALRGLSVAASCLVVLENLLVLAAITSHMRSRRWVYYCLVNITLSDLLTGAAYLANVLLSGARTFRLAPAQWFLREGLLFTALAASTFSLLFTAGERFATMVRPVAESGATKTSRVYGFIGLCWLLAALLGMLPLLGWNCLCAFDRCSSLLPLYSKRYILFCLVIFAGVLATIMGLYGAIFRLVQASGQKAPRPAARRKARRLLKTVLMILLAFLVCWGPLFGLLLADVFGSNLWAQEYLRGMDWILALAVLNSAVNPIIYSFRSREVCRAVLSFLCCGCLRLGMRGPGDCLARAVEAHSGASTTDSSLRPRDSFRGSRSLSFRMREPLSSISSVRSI
S1P4 ag – human S1P4 receptor agonism | activation, % at 4.98 µM | AID 1509 | 220,000 tested, 0.35% active | S1P4-expressing cell line, agonist reporter assay | O95977; in the data active = activation above about 11%;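 also: 0% = DMSO vehicle and 100% = reference agonist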
NPY1 pot ag – potentiates or activates human NPY-Y1 receptor; P25929; activation, % at 3.6 µM; NPY-Y1 expressing cells, potentiator/agonist activation; 220,000 tested, 0.37% active; in the data active = activation above about 33%, passing the limit was not always enough;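 also: cells stimulated with NPY at EC10 then isoproterenol at EC100; 0% = low agonist plus stimulus and 100% = saturating agonist plus stimulus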
p97 ATPase inh – human p97 ATPase inhibition; recombinant p97 ATPase, Kinase-Glo ATP luminescence, 3 h; inhibition, % at 8 µM; 220,000 tested, 0.42% active; in the data active = inhibition above about 15%;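 also: 0% = DMSO vehicle and 100% = wells lacking enzyme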
NPY-Y1 antag – NPY-Y1 (human) receptor antagonism; HEK293-CNG Y1 cells, membrane potential fluorescence; NPY at EC95, then isoproterenol; 200,000 tested, 1% active; inhibition, % at 3.6 µM; P25929;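 active = inhibition above the campaign mean inhibition of all tested compounds plus 3 SD, cut at about 20% in these data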;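 also: 0% = DMSO wells given NPY plus isoproterenol and 100% = isoproterenol alone without NPY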
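Benchmarks – high control isoproterenol alone, low control NPY with isoproterenol · Material – HEK293 Y1/CNG channel cell line · Times – dye 3 h, compound 60 min room temperature, stimulation 45 min · Probe or stimulus – NPY (25 nM), isoproterenol (1 µM), Ro 20-1724 (25 µM) · Evaluation – % inhibition of NPY effect · Signal – fluorescence, membrane potential probe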
PGE2 EP2 inh – inhibitors of human EP2 prostaglandin E2 receptor | C6 glioma cells expressing human EP2, cAMP TR-FRET; cells stimulated with saturating PGE2 | inhibition, % at 25 µM | 260,000 tested, 0.52% active;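 active = percent inhibition above 40 after rounding to a whole number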;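 also: rat C6 glioma host cells with rolipram phosphodiesterase inhibitor present; the protocol text gives 20 µM as final concentration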
NPY2 pot ag – potentiators or agonists of human neuropeptide Y receptor Y2 | cells expressing NPY-Y2, potentiator/agonist read-out | AID 1359 | activation, % at 3.6 µM | 220,000 tested, 0.45% active | P49146; in the data active = activation above about 27%;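 also: cells stimulated with NPY near EC25 plus isoproterenol at EC100; 0% = vehicle plus submaximal agonist and 100% = vehicle plus saturating agonist; some results beyond the cut were filed as inactive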
eIF4E 4G PPI – eIF4E/eIF4G interaction inhibition in translation initiation; inhibition, % at 21.7 µM; P63073+Q04637; 220,000 tested, 0.37% active; TR-FRET eIF4E-eIF4GI(517-606) binding, 2 h;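 active = inhibition above about 30%, limit read from the data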;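 also: 0% = full FRET control wells and 100% = background wells lacking eIF4GI fragment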
* marks the source's active call; other numbers are inactive results; / = not tested or not shown; & = joins results of further samples; [ ] = dose if it differs, or a comment.

structure	EP2 mod	S1P4 antag	S1P4 ag	NPY1 pot ag	p97 ATPase inh	NPY-Y1 antag	PGE2 EP2 inh	NPY2 pot ag	eIF4E 4G PPI
CC(C)(C)c1ccc(O)c(N=Cc2cc(Br)ccc2O)c1	32	-21	2.1	13	3	5	9	0	-1
O=C(C=C1SCCS1)/C=C/c1ccco1	-15	-5	-1.1	16	4	-2	/	-5	4
CC(C)NC(=O)c1ccccc1NC(=O)C(C)Oc1ccccc1 (stereo not given)	-6	5	-1.2	-6	1	4	6	-2	2
S=C(Nc1cccc(Cl)c1)Nc1ccc2cn[nH]c2c1	-40	-1	-0.5	3	3	-6	7	-1	8
CCn1c2ccccc2c2cc(NC(=O)COC(=O)c3cc(Cl)c(N)cc3OC)ccc21	-28	-6	0.1	24	9	/	3	4	6
O=C(N/N=C/c1ccco1)c1cc([N+](=O)[O-])cc([N+](=O)[O-])c1	5	-19	1.7	-9	6	9	11	-2	0
CC1=C(C(=O)OC(C)(C)C)C(c2cccs2)NC(=O)N1 (stereo not given)	13	-2	0.8	8	-2	2	1	0	-9
Nc1nc(-c2cc3ccccc3o2)cs1	-45	1	-1.5	17	2	/	6	26	7
Cc1ccc(OCCC(=O)OCC(=O)NCCc2ccccc2)cc1	14	-14	0.7	-29	-3	14	6	-21	0
Cc1ccc(SCC(=O)NCc2ccco2)cc1	21	-21	-1.9	-11	0	-4	9	-7	-2
COc1ccc(CNC(=O)c2cccc(N3CCCC3=O)c2)cc1	-9	-4	2.5	19	3	-2	17	6	-1[fluorescence artefact?]
CCOc1ccc(Cl)cc1/C=N/O	17	-8	0.7	-2	5	11	3	1	-1
O=S(=O)(c1cccc(-c2nc3ccccc3s2)c1)N1CCOCC1	-29	-17	2.7	-12	-3	7	-2	-4	2
O=C(Nc1ccc([N+](=O)[O-])cc1)c1ccc(Cn2cc([N+](=O)[O-])cn2)cc1	-75	4	-0.5	-4	-1	-10	6	7	0
CN(C)CCNS(=O)(=O)c1ccc(Cl)cc1	1	-9	1.4	-9	0	1	12	-6	3
Cc1cc(NS(=O)(=O)c2ccc(NC(=O)c3cnc4sccn4c3=O)cc2)nc(C)n1	-18	5	0.0	8	-3	-4	10	-2	4
CC1CCCCN1CC(=O)Nc1sc2c(c1C#N)CCC2 (stereo not given)	10	-12	1.6	-3	-4	-2	9	6	-3
c1ccc2c(c1)Cn1c-2nc2ccccc21	-5	-4	-2.2	-30	-12	4	18	-18	0
O=C(CN1C(=O)C2CC=CCC2C1=O)NCc1cccs1 (stereo not given)	-14	-6	2.1	1	9	3	4	2	0
CN=c1scc(C)n1/N=C/c1ccc2c(c1)OCO2	-14	6	-1.2	0	-1	-4	17	14	-1

structure	EP2 mod	S1P4 antag	S1P4 ag	NPY1 pot ag	p97 ATPase inh	NPY-Y1 antag	PGE2 EP2 inh	NPY2 pot ag	eIF4E 4G PPI
COc1ccc(S(=O)(=O)N2CCC(C(=O)N3CCCCC3)CC2)cc1OC	15&-3	-7	1.3	11	-4	2	12&14	-4	4
O=C(O)Cn1c(P(=O)(O)c2ccccc2)nc2ccccc21	5	-13	0.6	2	-5	4	8	-8	0
COc1cccc(-n2c(=O)[nH]cc(C(=O)Nc3ccc4c(c3)OCCO4)c2=O)c1	-11	-11	-0.1	-7	-1	0	14	5	2
CC1(C)C(=O)OC(c2c3ccccc3cc3ccccc23)C(C)(C)C1=O (stereo not given)	39	2	0.8	4	-1	/	6	-28	0
O=S(=O)(NCCCc1ccccc1)c1cccc2nsnc12	31	6	1.9	-33	3	6	5	11	3
O=C(CCC(=O)N(CC(=O)NC1CCCCC1)Cc1cccs1)Nc1nccs1	6	-2	-0.5	7	-1	/	5	10	-4
CCOC(=O)N1CCC(NC(=O)CSCc2cnn(-c3ccccc3)c2-n2cccc2)CC1	28	-9	0.2	13	-7	6	9	-8	5
CN(C)C(=O)NC(Nc1ccc(Cl)cc1Cl)C(Cl)(Cl)Cl (stereo not given)	-37	-20	-0.5	-10	-7	-1	16	4	-1
CCc1noc(C)c1C(=O)N1CC(C)OC(C)C1 (stereo not given)	19	-2	-1.9	78*	6	-10	9	96*	5
Cc1nnc(SCC(=O)NC2CCCc3ccccc32)n1-c1ccccc1 (stereo not given)	-2	-23	0.0	3	-2	1	6	-6	4[fluorescence artefact?]
O=C(O)CCC(=O)NNC(=O)c1ccc([N+](=O)[O-])cc1	12	-10	1.1	0	-2	/	4	4	-7
CC(NCc1cccs1)c1ccccc1 (stereo not given)	0	1	1.1	18	4	8	6	2	1
Cc1ccc(OCCN2C(=O)C(=O)c3cc(C)ccc32)cc1	-25	8	0.8	-18	-7	21*	6	-24	4
O=C(NCc1ccc(F)cc1F)c1cc(COc2c(F)cccc2F)on1	-16	2	0.0	-16	-1	-1	4	-26	0
CCCNS(=O)(=O)c1ccc(CCC(=O)N2CCN(CC)CC2)cc1	-26&16	-1	-2.0	-2	4	-1	6&10	4	7[fluorescence artefact?]
Clc1ccc(-c2cc(C3CCNCC3)[nH]n2)c(Cl)c1	-44	1	1.9	29	0	-7	16	15	-4
O=C(c1ccccc1CCc1ccccc1)N1CCOCC1	19	-4	3.3	12	1	0	14	9	5[fluorescence artefact?]
CCOC(=O)c1c(C)[nH]c(C(=O)COC(=O)C2(C)CC2(Cl)Cl)c1C (stereo not given)	-17	-4	-3.1	-15	-3	0	4	-8	-1
O=C(/C=C/c1ccc(F)cc1)N1CCCN(C(=O)/C=C/c2ccc(F)cc2)CC1	17	-3	-1.1	-10	-6	-5	5	10	-1
CCC(C)NC(=O)C(=O)NC1CCCC1 (stereo not given)	29	9	1.7	-1	2	0	7	-16	1

structure	EP2 mod	S1P4 antag	S1P4 ag	NPY1 pot ag	p97 ATPase inh	NPY-Y1 antag	PGE2 EP2 inh	NPY2 pot ag	eIF4E 4G PPI
Cc1cc(C(=O)O)c(CSCc2cc(C(=O)O)oc2C)o1	13	-2	-0.8	-16	-1	0	7	0	-4
O=Cc1c(N2CCN(c3ccccc3)CC2)nc2ccccn2c1=O	-3	-9	-1.9	-7	-2	0	10	-8	2
CC(C)Nc1nc(N(c2ccccc2)c2ccccc2)nc(-n2ccnc2)n1	-28	-50	0.4	17	0	1	/	-11	-5
Cc1ccc(S(=O)(=O)N2CCCOC2CNC(=O)C(=O)NCc2cccs2)cc1 (stereo not given)	24	-11	-0.4	3	2	-3	8	4	-10
CCOC(=O)c1cnc(Nc2nc3ccccc3o2)nc1C	3	7	2.0	-32	-6	5	6	-18	11
COc1ccc2nc(NC(=O)c3cccc(S(=O)(=O)N4CCOCC4)c3)sc2c1	-45	-8	-1.1	-3	-6	-3	13	-25	3
CN(C)/C=C/C(=O)c1cccc(C(F)(F)F)c1	19	-24	0.7	-7	3	1	9	2	5
Cc1cc(C)nc(/N=C(\NC(=O)C(C)(C)C)Nc2ccccc2)n1	24	2	-0.3	-25	-8	/	7	8	7
CCOC(=O)N1CCN(C(=O)c2cc(S(=O)(=O)N3CCCC3)cn2C)CC1	25	0	0.2	-10	2	4	2	14	1
Cc1[nH]n(-c2ccccc2)c(=O)c1CCOC(=O)c1cccc(C(F)(F)F)c1	3	-9	-1.6	-18	1	-3	10	-8	-1
COC(=O)c1ccc(NCC(=O)N2CCCCCC2)cc1	-7	-19	0.9	-9	3	-6	4	0	4
O=C(O)/C=C/C(=O)NNC(=O)c1cc(-c2ccccc2)n[nH]1	-9	-26	-1.5	-11	-5	4	4	-27	2
COc1ccc2c(c1)O[C@H](c1ccc3c(c1)OCO3)[C@@H](OC(=O)N[C@H]1CCCc3ccccc31)C2=O	17	-3	0.9	3	1	0	6	-7	-2
COc1ccc(NC(=S)N(CCCN2CCCC2)Cc2cccs2)cc1	4	-12	-0.7	-19	0	2	6	-8	2
CC(C)(C)c1csc(NNC(=O)c2ccc(Br)cc2)n1	21	-3	0.2	-1	-2	-6	10	8	-4
COc1ccc(Oc2c(Cl)cnn(-c3ccc(Cl)c(Cl)c3)c2=O)cc1	-20	3	3.6	82*	-2	-5	21	20	0
O=C(COC(=O)C1CCN(C(=O)c2ccc(Cl)cc2)CC1)c1ccco1	-20	-55	1.4	12	-1	11	5	-8	-8
COCCn1c(SCc2nnc(-c3ccccc3)o2)nc2sc3c(c2c1=O)CCC3	-35	-11	1.1	-1	1	-1	6	1	4
CCc1nccn1C(=O)c1cnn2c(C(F)F)cc(-c3ccc(C)cc3)nc12	-6	4	-0.7	-23	-5	13	18	-7	4
Cc1ccc(C(=O)NC(NCc2ccccc2)C(Cl)(Cl)Cl)cc1 (stereo not given)	-5	-17	0.3	5	0	2	10	-3	3

structure	EP2 mod	S1P4 antag	S1P4 ag	NPY1 pot ag	p97 ATPase inh	NPY-Y1 antag	PGE2 EP2 inh	NPY2 pot ag	eIF4E 4G PPI
N#Cc1cc2c([nH]c1=S)CCCC2	0	0	2.1	-14	3	-1	2	-4	-3
COc1ccc(CCNC(=O)CSc2cn(Cc3ccccc3)c3ccccc23)cc1OC	41	2	-1.1	5	-4	3	12	11	-1
Cc1nc(Cc2ccc(OC(C)C)cc2)[nH]c(=O)c1CC(=O)O	22	-27	0.8	-4	-2	0	5	6	-1
CC(C)C1Cc2[nH]c(=O)c(C(=O)O)cc2CO1 (stereo not given)	7	1	0.3	12	-6	-4	3	-8	2
COc1cc(C(=O)Nc2ccc(S(=O)(=O)N3CCc4ccccc43)cc2)cc(OC)c1OC	-30	-2	-1.0	-16	-1	3	5	3	-2
CC(=O)c1c(C(C)=O)c(C)n(-c2ccc(C(=O)O)cc2)c1C	9&-19	15	-0.4	17	1	-1	3&8	3	6[fluorescence artefact?]
Cc1ccc(-c2nn3c(C)nnc3c3ccccc23)cc1S(=O)(=O)N1CCN(CCO)CC1	4	12	-1.4	3	5	-2	6	22	-3

Assay outcomes as filed in PubChem BioAssay.

An excerpt. The share of hits here may be higher or lower than overall.
